ADAM10 inh: human ADAM10 inhibitors, primary screen, biochemical, QFRET, HTS. AID 720582, 2013. actives 0.62% (n = 370,000). recombinant ADAM10, EDANS/DABCYL FRET peptide cleavage, 3 h. Disintegrin and metalloproteinase domain-containing protein 10 (Homo sapiens), O14672. inhibition, % at 7 µM;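 active = inhibition above a per-campaign cutoff equal to the mean of compounds falling between control-based bounds plus 3 SD, cut at about 20% in these data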;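 also: 0% = DMSO wells while the 100% control is not disclosed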
ASAP1 inh: inhibitors of human ASAP1 ArfGAP activity, primary screen, biochemical, fluorescence polarization. actives 0.19% (n = 360,000). inhibition, % at 16.5 µM. ASAP1-stimulated ARF1 GTP hydrolysis, GDP FP detection; in the data active = inhibition above about 25%;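 also: 0% = vehicle with enzyme and substrate and 100% = no enzyme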
Target sequence (Q9ULH1 325-724 limits assumed): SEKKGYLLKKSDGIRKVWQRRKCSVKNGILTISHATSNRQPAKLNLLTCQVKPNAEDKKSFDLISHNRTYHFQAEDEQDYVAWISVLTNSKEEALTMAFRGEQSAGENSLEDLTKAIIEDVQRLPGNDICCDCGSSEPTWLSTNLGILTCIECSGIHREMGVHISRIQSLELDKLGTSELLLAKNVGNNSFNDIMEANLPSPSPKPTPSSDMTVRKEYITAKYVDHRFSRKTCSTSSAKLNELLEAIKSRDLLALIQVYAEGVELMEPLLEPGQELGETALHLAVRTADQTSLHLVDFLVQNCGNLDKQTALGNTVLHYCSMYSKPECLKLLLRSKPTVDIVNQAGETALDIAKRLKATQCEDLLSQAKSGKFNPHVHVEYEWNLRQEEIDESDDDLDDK
sPLA2-III inh: human group III sPLA2 inhibitors, primary screen, biochemical, QFRET, BODIPY PC-A2 liposome substrate; Group 3 secretory phospholipase A2 (Homo sapiens), Q9NZ20; QFRET BODIPY PC-A2 liposome hydrolysis, fluorescence; inhibition, % at 12.2 µM; actives 0.56% (n = 370,000); AID 743126, 2013;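 active = inhibition above mean plus 3 SD of compounds lying within the high and low control bounds, cut at about 19% in these data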;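 also: 0% = median of test compound wells and 100% = no enzyme DMSO wells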
Target sequence (Q9NZ20 whole entry, looked up): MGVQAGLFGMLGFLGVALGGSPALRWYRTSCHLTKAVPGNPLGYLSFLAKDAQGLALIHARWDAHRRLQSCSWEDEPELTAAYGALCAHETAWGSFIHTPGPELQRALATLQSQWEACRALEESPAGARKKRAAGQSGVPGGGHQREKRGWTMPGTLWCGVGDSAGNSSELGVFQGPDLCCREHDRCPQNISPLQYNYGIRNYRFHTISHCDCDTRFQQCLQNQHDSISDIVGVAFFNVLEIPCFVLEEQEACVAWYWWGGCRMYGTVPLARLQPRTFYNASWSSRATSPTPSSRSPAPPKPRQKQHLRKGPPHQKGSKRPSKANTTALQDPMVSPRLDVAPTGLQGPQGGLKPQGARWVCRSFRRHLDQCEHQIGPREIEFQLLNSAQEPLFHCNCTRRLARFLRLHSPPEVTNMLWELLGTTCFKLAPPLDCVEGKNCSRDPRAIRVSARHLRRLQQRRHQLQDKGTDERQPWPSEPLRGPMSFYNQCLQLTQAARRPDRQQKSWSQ
DDE Tn6 FP inh: inhibitors of Tn6 peptide binding to fibrin DD(E), primary screen, biochemical, fluorescence polarization, human fibrin, Tn6 probe | Fibrin DD(E) TRITC-Tn6 fluorescence polarization displacement | inhibition, % at 8.3 µM | actives 0.21% (n = 370,000);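 active = inhibition above a per-campaign cutoff: mean of compounds within control limits plus 3 SD, cut at about 15% in these data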;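 also: 0% = median of all compound wells on the plate and 100% = blocking peptide control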
NPR1 activator: GC-A stimulated cGMP production enhancers – HEK293 GC-A cells, cGMP TR-FRET, EC30 ANP, primary screen; 0% at EC30 ANP, 100% saturating ANP; activation, % at 10 µM; actives 0.14% (n = 370,000); AID 1671463, 2021; in the data active = activation above about 40%
proKLK7 act: proKLK7 zymogen activators, primary screen, biochemical, fluorescence intensity. Kallikrein-7 (Homo sapiens), P49862. activation, % at 7 µM. actives 0.9% (n = 370,000). AID 652039, 2013. purified proKLK7, EDANS-DABCYL substrate fluorescence; 100% is mature enzyme control, 0% vehicle;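 active = activation above the mean of all tested compounds plus 3 SD, computed per campaign excluding outliers beyond control limits, cut at about 13% in these data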
ARFGAP1 inhibitor: inhibitors of rat ARFGAP1 GAP activity, primary screen, biochemical, fluorescence polarization, GDP tracer; ADP-ribosylation factor GTPase-activating protein 1 (Rattus norvegicus), Q62848; Arfgap1-stimulated ARF1 GTP hydrolysis, GDP FP detection; inhibition, % at 16.5 µM; actives 0.26% (n = 360,000);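 active = inhibition above a per-plate limit, mean inhibition of low control wells plus 3 SD, cut at about 25% in these data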;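 also: 0% = DMSO wells with enzyme and 100% = wells lacking Arfgap1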
Target sequence (Q62848 1-136 limits assumed): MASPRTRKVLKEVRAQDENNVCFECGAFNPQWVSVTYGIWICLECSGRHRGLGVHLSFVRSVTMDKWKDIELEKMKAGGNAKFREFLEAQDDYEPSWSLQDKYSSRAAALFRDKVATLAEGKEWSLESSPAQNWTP
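system = rat Arfgap1 catalytic domain, aa 1-136 | technique = FP, GDP Alexa 633 tracer displaced from anti-GDP antibody, 620/688 nm | compound = one concentration, 16.5 µM, DMSO 1.26% | medium = HEPES-based buffer, pH 7.5 | timing = compound-enzyme preincubation 20 min, reaction 120 min, detection 60 min, 25 °C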
GAA850 FXN act: FXN promoter activators, primary screen, cell-based, luciferase luminescence, HEK293 lucGAA850; HEK293 lucGAA850 FXN promoter luciferase reporter, 24 h; percent of 10 µM SAHA response; actives 0.56% (n = 360,000); activation, % at 6 µM;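 active = activation above the average of all compounds screened plus 3 SD, cutoff fixed separately per campaign, cut at about 7.5% in these data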;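 also: 0% = DMSO wells and 100% = 10 µM SAHA wells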
rCAG binder: binders of r(CAG) RNA repeats, primary screen, biochemical, fluorescence | r(CAG) RNA repeat, TO-PRO-1 dye displacement fluorescence | actives 1.3% (n = 370,000) | inhibition, % at 3 µM | AID 651821, 2012;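 active = inhibition above the plate cutoff, the mean of all test compounds on that plate plus 3 SD, cut at about 35% in these data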;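 also: 0% = DMSO alone and 100% = 100 µM mitoxantrone as full dye displacement; higher means more dye released from RNA so lower well fluorescence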
GC-B act: human GC-B receptor activators, primary screen, HEK293 GC-B cells, cGMP TR-FRET, EC30 CNP | Atrial natriuretic peptide receptor 2 (Homo sapiens), P20594 | 0% at EC30 CNP, 100% saturating CNP | activation, % at 10 µM | actives 0.11% (n = 370,000) | AID 1920062, 2024;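 active = activation at 10 µM reaching about 35% in either raw or pattern-adjusted values, limit read from the data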
* marks the source's active call; other numbers are inactive results; i = inactive; . = not tested or not shown.

SMILES | ADAM10 inh | ASAP1 inh | sPLA2-III inh | DDE Tn6 FP inh | NPR1 activator | proKLK7 act | ARFGAP1 inhibitor | GAA850 FXN act | rCAG binder | GC-B act
O=C1C2C(C(=O)N1c1ccc3c(c1)OCO3)C1C=CC2C12CC2 (configuration not stated) | 0 | 8 | 5 | -1 | -2 | -0.1 | 19 | 1.8 | -2 | 1
COc1cccc(C2CC(C(F)(F)F)n3nc(C(=O)NCc4cccnc4)cc3N2)c1 (configuration not stated) | 5 | 1 | -7 | -4 | 1 | 0.9 | 2 | -2.0 | -6 | 4
CC(C)CNc1cccc2c1S(=O)(=O)N[C@H](C)CO2 | -1 | -1 | -5 | 6 | 2 | -0.2 | 2 | . | 3 | -3
COc1ccc(N(C)C(=O)C2CCCN2S(=O)(=O)c2cccc3nsnc23)cc1 (configuration not stated) | -1 | 4 | 8 | 5 | -1 | 0.4 | -11 | -1.1 | -5 | 0
Cc1ccc2c(n1)CC(C)(C)CC2=O | 9 | -8 | 8 | -6 | 8 | -0.6 | -3 | 0.1 | 3 | -4
O=C(NCCCN1C(=O)c2ccccc2C1=O)OCc1ccccc1 | -17 | 3 | 15 | -7 | -3 | -0.4 | 13 | 1.1 | -1 | 7
O=C1c2ccccc2S(=O)(=O)N1CCOc1ccccc1 | -8 | 7 | -4 | -2 | 0 | -0.3 | -10 | -1.3 | -2 | -4
CC(=O)N(c1ccc2oc(=O)sc2c1)S(=O)(=O)c1ccc(C(=O)O)cc1 | -2 | 9 | -4 | 0 | 4 | -0.1 | 2 | -0.9 | 28 | 1
Cc1ccc2nc(-c3cccc(NC(=O)c4ccc5c(c4)OCCO5)c3)oc2c1 | 0 | 1 | -3 | 1 | 4 | -0.6 | 8 | 0.6 | 5 | -2
Cc1ccc(O)c(-c2cc(-c3cccc(F)c3)n[nH]2)c1 | 18 | 13 | -43 | -7 | 1 | -0.4 | 9 | 1.7 | 19 | 1
O=C(Cc1ccc(Cl)cc1)NCC(=O)N1CCCCC1 | 1 | -5 | 3 | 5 | 2 | 0.5 | 13 | -1.8 | -4 | 1
O=C1c2ccccc2NC(c2ccccc2Br)N1CCCN1CCOCC1 (configuration not stated) | i | 11 | 6 | -1 | -1 | 5.8 | 13 | 1.0 | -3 | 2
Cc1cccc(C)c1NC(=O)C1(C)CCC(=O)N1CCOc1ccccc1 (configuration not stated) | -9 | -7 | 2 | 8 | 2 | 0.0 | 3 | . | 0 | 4
O=C(Cc1c(F)cccc1Cl)NCCCn1ccnc1 | -3 | 7 | -2 | -7 | 2 | 0.1 | 0 | 3.2 | -1 | -1
COc1ccc(S(=O)(=O)N2CCN(Cc3cc(=O)n4ccccc4n3)CC2)cc1 | -107 | -4 | -8 | 3 | 0 | 0.0 | 4 | -1.2 | 0 | -4
CCOC(=O)Cc1csc(NC(=O)COc2ccccc2)n1 | 11 | -4 | 2 | 1 | -1 | -0.3 | -17 | -0.7 | 2 | 4
Cc1ccc(/C=N/NC(=O)c2cc(-c3ccccc3)nc3ccccc23)o1 | 4 | -8 | -2 | -10 | -2 | -1.0 | -4 | -4.9 | 11 | -5
CC(C)(C)C(=O)N1CCN(CCN2C(=O)c3cccc4cccc(c34)C2=O)CC1 | -10 | -5 | 3 | 11 | 0 | -1.0 | -4 | 0.7 | 2 | 3
O=C1NC[C@H](Cc2ccccc2)N(C[C@@H]2CCCN2C[C@H](Cc2ccc(O)cc2)N2C[C@H](Cc3ccc(O)cc3)N(CCc3ccccc3)C(=O)C2=O)C1=O | -12 | 5 | -19 | -3 | 2 | 0.6 | 9 | . | 6 | 4
CCc1nnc(NC(=O)c2nc(S(=O)(=O)Cc3ccc(C)cc3)ncc2Cl)s1 | -10 | 5 | -1 | -3 | 11 | 0.3 | -9 | -12 | 17 | 0
C/C(=N\OC(=O)Nc1ccccc1)c1ccc(C)cc1 | -2 | 4 | -4 | 3 | 3 | 0.2 | 7 | 3.3 | -3 | -6
CCc1ccc(NC(=O)CCNS(=O)(=O)c2cccc3nonc23)cc1 | -1 | -10 | -7 | 14 | -2 | 0.5 | 3 | 0.6 | 5 | 2
CSCCC(C(=O)Nc1ccc2c(c1)OCO2)N1C(=O)c2ccccc2C1=O (configuration not stated) | -4 | -2 | 3 | -5 | 0 | 0.3 | -10 | 0.6 | 0 | 1
CCCCN1C(=O)C(NC(C)=O)c2cc(Br)ccc21 (configuration not stated) | 6 | -7 | -3 | 4 | -15 | 0.2 | -3 | 0.4 | 5 | -7
COc1ccc(NC(=O)CCn2c(=S)[nH]c3ccccc3c2=O)cc1OC | -5 | -8 | 6 | 6 | -9 | -0.2 | 3 | 0.1 | -1 | -5

Part of the list above, with two lines to a compound:
Values run as follows: ADAM10 inh | ASAP1 inh | sPLA2-III inh | DDE Tn6 FP inh | NPR1 activator | proKLK7 act | ARFGAP1 inhibitor | GAA850 FXN act | rCAG binder | GC-B act
- CCc1nnc(NC(=O)c2nc(S(=O)(=O)Cc3ccc(C)cc3)ncc2Cl)s1
→ -10 | 5 | -1 | -3 | 11 | 0.3 | -9 | -12 | 17 | 0
- C/C(=N\OC(=O)Nc1ccccc1)c1ccc(C)cc1
→ -2 | 4 | -4 | 3 | 3 | 0.2 | 7 | 3.3 | -3 | -6
- CCc1ccc(NC(=O)CCNS(=O)(=O)c2cccc3nonc23)cc1
→ -1 | -10 | -7 | 14 | -2 | 0.5 | 3 | 0.6 | 5 | 2

(cont.)
SMILES | ADAM10 inh | ASAP1 inh | sPLA2-III inh | DDE Tn6 FP inh | NPR1 activator | proKLK7 act | ARFGAP1 inhibitor | GAA850 FXN act | rCAG binder | GC-B act
C=CCOC(=O)Nc1nc(CCNC(=O)OCc2ccccc2)c(C(=O)OC)s1 | -8 | -12 | 0 | -2 | -2 | 0.7 | 1 | . | 1 | 3
CCOCCOC(=O)Cn1cnc2scc(-c3ccc(C)cc3)c2c1=O | 1 | -6 | 1 | 4 | -6 | 0.4 | 7 | 2.3 | -6 | -1
CCOc1ncccc1C(=O)NCc1ccc(C)cc1 | 0 | -9 | -1 | 2 | 6 | -0.5 | 3 | 2.5 | -1 | 5
O=C(CSc1ccc(Cl)cc1)N1CCN(c2ncc(C(F)(F)F)cc2Cl)CC1 | 11 | -4 | 1 | -1 | -5 | 0.3 | -9 | 0.8 | 4 | -2
NNC(=O)c1ccc(COc2cccc3ccccc23)o1 | 1 | 7 | -8 | 0 | -2 | -0.7 | 11 | 2.9 | 11 | 1
COc1cc(CC2COC(c3ccc(O)c(OC)c3)C2COC(C)=O)ccc1O (configuration not stated) | -9 | -7 | -19 | 2 | -1 | -0.4 | -9 | -2.5 | 10 | -5
Cc1cccc(Cn2cnc3c(sc4nc(C)cc(C)c43)c2=O)c1 | 2 | -3 | -1 | 7 | 6 | 0.3 | -17 | 0.4 | 0 | 5
Cc1ccc2nc(SCc3ccc([N+](=O)[O-])cc3)[nH]c2c1 | -1 | -12 | -14 | -1 | -4 | -0.2 | 5 | -0.3 | 1 | -5
CC(NS(=O)(=O)c1ccc([N+](=O)[O-])cc1)C(=O)NN (configuration not stated) | -3 | -6 | -8 | -2 | -2 | -0.5 | -6 | 0.3 | -3 | 2
Cc1cc(C)c(NC(=S)NCC2CCN(C(C)c3ccccc3)C2)c(C)c1 (configuration not stated) | -3 | 9 | 7 | -1 | -4 | -0.3 | 3 | -3.2 | -6 | -1
CCN1CCN(C(=O)c2cc3nc(-c4ccccc4)cc(C(F)(F)F)n3n2)CC1 | -47 | -2 | 8 | 4 | 11 | 3.2 | 4 | -1.6 | -12 | 10
Cc1ccc(S(=O)(=O)C(C#N)c2nc3ccccc3nc2N2CCN(C)CC2)cc1 (configuration not stated) | -22 | 10 | -14 | -1 | 2 | 1.8 | 7 | 1.6 | 19 | 1
CCOC(=O)Cn1cnc2c(cnn2-c2ccccc2)c1=O | 4 | -2 | -2 | -5 | -1 | -0.3 | -10 | 2.2 | -1 | 3
Cc1onc(-c2c(F)cccc2Cl)c1C(=O)N1CCN(c2ncc(Br)cn2)CC1 | 0 | 1 | -1 | -8 | -7 | 0.1 | -5 | 2.4 | -1 | -2
CC1CC(C)CN(C(=O)CSc2nnc3ccccn23)C1 (configuration not stated) | -43 | -2 | -6 | -1 | 1 | 0.4 | 0 | 1.1 | -1 | -1
CCOC(=O)c1nnn(CC(=O)N2N=C(c3ccc(Cl)cc3)CC2c2ccc(OC)cc2)c1C(=O)OCC (configuration not stated) | -15 | 1 | 4 | -4 | 0 | 0.7 | 1 | 0.8 | 0 | 2
NC(=O)COc1ccc(C(=O)NCC2(N3CCOCC3)CCCCC2)cc1 | -21 | -6 | 9 | 5 | 1 | 0.2 | 13 | 1.1 | 3 | 1
Cc1ccc2cc(C=O)c(N3CCOCC3)nc2c1C | -15 | 15 | 2 | -8 | 0 | -0.4 | 6 | 1.0 | -2 | 0
Cc1c(Cl)c([N+](=O)[O-])nn1CCCC(=O)NC(C)c1ccccc1 (configuration not stated) | 2 | 11 | 3 | -5 | -2 | -0.5 | 0 | -1.7 | -2 | 2
Cc1cc(-c2nc3cccnc3s2)ccc1NS(=O)(=O)c1ccc2c(c1)OCCO2 | i | 3 | -57 | -5 | 0 | -259 | 11 | 0.5 | 38* | -4
CC(C)[C@H](NC(=O)c1ccccc1F)C(=O)NCCc1ccccc1 | 5 | -9 | 5 | 4 | 0 | 0.1 | -7 | -0.5 | -5 | -1
Oc1cccc(-c2nc3ccccc3s2)c1 | 4 | -5 | -39 | -8 | 1 | -1.8 | 0 | 0.4 | 4 | -2
CN(C)c1ccc(C(=O)/C=C/c2ccco2)cc1 | 10 | -4 | -1 | 5 | -3 | 0.6 | -3 | 6.1 | 14 | 4
Clc1ccc2[nH]c3c(NCCN4CCOCC4)ncnc3c2c1 | -33 | 1 | 2 | -6 | 5 | -0.6 | 1 | 1.9 | 2 | 0

Compounds listed so far with a nitro group on carbon:
SMILES | ADAM10 inh | ASAP1 inh | sPLA2-III inh | DDE Tn6 FP inh | NPR1 activator | proKLK7 act | ARFGAP1 inhibitor | GAA850 FXN act | rCAG binder | GC-B act
Cc1ccc2nc(SCc3ccc([N+](=O)[O-])cc3)[nH]c2c1 | -1 | -12 | -14 | -1 | -4 | -0.2 | 5 | -0.3 | 1 | -5
CC(NS(=O)(=O)c1ccc([N+](=O)[O-])cc1)C(=O)NN (configuration not stated) | -3 | -6 | -8 | -2 | -2 | -0.5 | -6 | 0.3 | -3 | 2
Cc1c(Cl)c([N+](=O)[O-])nn1CCCC(=O)NC(C)c1ccccc1 (configuration not stated) | 2 | 11 | 3 | -5 | -2 | -0.5 | 0 | -1.7 | -2 | 2
